Screening results (PubChem)
Platelet DG rel: modulates dense granule release in human platelets. human platelet-rich plasma, SFLLRN dense granule ATP release, luminescence. inhibition, %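 (compounds screened at 7.5 µM in platelet-rich plasma)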. hit rate 0.22% among 300,000;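 active = mean replicate score, as percent of positive control, at or above 50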
aSyn 5UTR inh: 5' untranslated region of α-synuclein, MLPCN primary screen. alpha-synuclein 5'UTR reporter, inhibitor activity. inhibition, % (tested at 7.5 µM). hit rate 0.82% among 300,000. AID 1813; in the data active = inhibition above about 60%;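 also: H4 neuroglioblastoma cells stably carrying SNCA 5'UTR luciferase fusion; 0% = DMSO wells and 100% = positive control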
HSP90 inh: HSP90 refolding inhibition in rabbit reticulocyte lysate | luciferase refolding luminescence, 3 h | inhibition, % at 5.6 µM | hit rate 0.91% among 290,000 | AID 1789;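 active = inhibition above the screen-wide mean plus 3 SD, computed separately per campaign, cut at about 16% in these data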;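 also: 0% = DMSO wells and 100% = 60 µM geldanamycin wells; inhibitors lower the luminescence because luciferase stays unfolded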
IEC-6 cytotox: kills IEC-6 intestinal cells in KLF5 counter-screen; IEC-6 cytotoxicity, luminescence viability; inhibition, % at 5 µM; hit rate 0.78% among 290,000; AID 1825; in the data active = inhibition above about 22%;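 also: 0% = plate median of test compound wells and 100% = cytotoxic reference compound wells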
HSF1 inhib: HSF1 inhibition | activity change, negative = inhibition, % at 7.5 µM (by protocol) | NIH3T3-HGL HSE-luciferase, MG132-induced, luminescence 8 h; hits give low values | hit rate 0.77% among 300,000;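 active = more than half of replicate wells show activity change below -50%, luminescence cut by over half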;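 also: luciferase reports HSF-1 transcriptional activity via heat shock element; 0% = median of DMSO wells and -100% = zero luminescence signal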
AI-2 QS mod: modulators of Vibrio harveyi AI-2 quorum sensing system; hit rate 0.4% among 300,000; Vibrio harveyi JMH597 AI-2 luminescence/OD600 ratio, 9 h; hits give low values; strain lacks LuxN and CqsS sensors; 0 = neutral-control median; activity change, % at 7.5 µM; in the data active = activity change below about -75%, passing the limit was not always enough;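 also: luminescence divided by OD600 gain over 9 h not by final OD600 alone; inactives centre near 13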
KLF5 inh: inhibitors of KLF5 expression; DLD-1 KLF5 promoter-luciferase reporter, luminescence; inhibition, % at 5 µM; hit rate 0.23% among 290,000; AID 1700;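 active = inhibition above a per-plate limit of that plate's mean compound inhibition plus 3 SD, cut at about 60% in these data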;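 also: 0% = DMSO wells and 100% = LY294002 at 200 µM; higher means less KLF5 promoter-driven luciferase light; inactives centre near -14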
SKKanGAS inh: blocks kanamycin growth of S. pyogenes SKKanGAS strain; AID 1662; BacTiter-Glo, 6 h; hit rate 1.3% among 300,000; inhibition, % at 7.5 µM;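 active = mean replicate score, as percent of positive control median, at least 50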;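 also: strain carries kanamycin resistance gene driven by streptokinase promoter and grows in 40 µg/ml kanamycin; loss of luminescence reflects streptokinase promoter inhibition or plain growth inhibition; 0% = median of DMSO wells and 100% = positive control at its reference dose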
HIF activator: HIF pathway transcriptional activation; hit rate 0.32% among 300,000; activation, % at 7.5 µM (by protocol); AID 1910; U2OS HRE-luciferase reporter, luminescence; normalized: DMSO 0%, desferrioxamine 100%;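 active = mean activation of at least 10% of the iron chelator positive control signal, with at least half of replicates also reaching 10%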
HSF1 activator: increases HSF-1 driven luciferase reporter signal. activation, % at 9 µM. hit rate 1.7% among 300,000. NIH3T3-HGL HSF-1 luciferase reporter, MG132, 8 h; 100% = twice DMSO control signal;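 active = mean replicate activation of at least 50% with a set share of replicates each reaching 50%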;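 also: 0% = median of the neutral control wells and 100% = twice that signal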
* = called active by the depositor; nt = no result given; & = joins results of further samples.

Fields – Platelet DG rel | aSyn 5UTR inh | HSP90 inh | IEC-6 cytotox | HSF1 inhib | AI-2 QS mod | KLF5 inh | SKKanGAS inh | HIF activator | HSF1 activator
Cc1nnc(SCc2cc(=O)[nH]c(Nc3nc(C)c4cc(C)c(C)cc4n3)n2)s1
  11 | 0 | 0 | 2 | -5 | 17 | 8 | 16 | -0.7 | -4
CC(C)(C)OC(=O)CNC(=O)c1[nH]cnc1C(=O)NC(c1ccccc1)c1ccccc1
  0 | 23 | -1 | -1 | 5 | 17 | -1 | 21 | -3.4 | 1
COc1ccc(C(=O)NC2CCCc3c2cnn3-c2cccc(C)c2C)o1 (configuration not stated)
  9 | 21 | 0 | -2 | 2 | 1 | 20 | 0 | -0.4 | 4
Cc1ccc(S(=O)(=O)Cc2nnnn2-c2ccccc2)cc1
  -12 | -15 | 3 | -4 | -2 | 14 | -29 | -1 | 1.3 | 6
CCOC(=O)c1cc(C)sc1/N=C/C1=C(O)CCCC1=O
  -16 | -18 | -6 | 7 | 1 | 34 | -8 | 7 | -0.2 | 1
Cc1ccc2c(C)c(C(=O)N(C)CCC3CCCCO3)oc2c1C (configuration not stated)
  5 | -9 | -6 | 1 | 3 | 23 | -15 | nt | 1.2 | 26
CCSc1nc(=O)n(-c2ccccc2)c(C)c1C(C)=S
  2 | 20 | 0 | 4 | 1 | 5 | -6 | 2 | 0.3 | 9
CCOc1ccccc1CNC(=O)C1CCC(=O)N1C(C)C (configuration not stated)
  -2 | -5 | -3 | -1 | 0 | 27 | -28 | 1 | -0.3 | 3
COC(=O)c1ccc(OCC(O)CNCC(c2ccc(OC)cc2)N(C)C)c(OC)c1 (configuration not stated)
  4 | -24 | 9 | -1 | -8 | 17 | -86 | -1 | 0.2 | -3
Cc1c(N)cccc1-n1cccc1
  -3 | -13 | -2 | -8 | -13 | -15 | 0 | 0 | -0.1 | 0
COc1cc(NC(=O)c2nccn2C)cc(C(=O)Nc2cccc(C(F)(F)F)c2)c1
  0 | 4 | nt | nt | -8 | 21 | nt | -6 | 6.1 | 3
Cc1c(C(=O)O)nn(-c2cccc(C(F)(F)F)c2)c(=O)c1C#N
  -2 | 3 | 1 | 3 | 0 | 16 | -31 | -2 | 1.1 | 19
COC(=O)c1cc(OC)c(OC)cc1NC(=S)N1CCN(c2ccccc2)CC1
  7 | 20 | 0 | 0 | -7 | 11 | -53 | 3 | -0.3 | 3
COc1ccc(S(=O)(=O)N/N=C(/C)c2ccncc2)c(OC)c1
  3 | 6 | -1 | 2 | 0 | 20 | -37 | 3 | -0.4 | -3
Cc1cccc(NC(=O)c2c(C)nc3ccccn23)c1
  -1 | -37 | -2 | 7 | 16 | 0 | -26 | -9 | 4.3 | 25
CCC(=O)NC(=S)Nc1ccccc1C(F)(F)F
  -10 | 8 | 2 | 6 | 4 | -44 | 2 | -12 | -0.3 | 17
CCc1c(C)sc(NC(=O)OC)c1C(N)=O
  5 | -10 | -3 | 4 | -1 | 6 | -18 | 2 | 0.1 | 2
CN(C(=O)c1ccco1)c1nnc(C23CC4CC(CC(C4)C2)C3)s1
  -4 | -144 | 0 | -5 | 15 | 30 | -82 | 1 | 4.3 | 21
CCSc1cc(N2CCOCC2)nc(-c2ccc(Cl)cc2)n1
  2 | 28 | 0 | 4 | -7 | 8 | -16 | 9 | 0.1 | -17
O=C(Nc1ccc(-n2cccn2)cc1)C1CCCCN1Cc1cccc2cccnc12 (configuration not stated)
  8 | -5 | 0 | 3 | 4 | 8 | -64 | -2 | 0.4 | 5
COc1cccc2c(=O)c3ccccc3oc12
  5 | -37 | 1 | 4 | 11 | 29&28 | -21 | -16 | 1.0 | 8
Cn1c(=O)c2c(SCc3cccnc3)nc(CC(C)(C)C)nc2n(C)c1=O
  1 | 30 | -2 | 3 | -2 | 14 | -40 | -2 | 0.2 | -13
CCCn1c(SCC(=O)Nc2cccc(C(=O)OCC)c2)nnc1-c1ccoc1C
  -2 | 18 | 3 | 2 | 5 | 24 | -18 | -2 | -23 | 5
O=C(COc1ccc2c(-c3ccccc3)cc(=O)oc2c1)NCC(O)c1ccccc1 (configuration not stated)
  2 | 18 | 0 | 4 | -1 | -7 | -31 | -3 | -0.3 | -2
C=CCn1c(-c2ccc(Cl)cc2)ccc(C#N)c1=O
  2 | 31 | 3 | 8 | -2 | 26 | 19 | -15 | -0.6 | 6
CCOc1ccccc1NC(=O)COc1coc(CN2CCc3ccccc3C2)cc1=O
  0 | 3 | nt | nt | 0 | 14 | nt | 1 | -0.1 | 16
CCOc1ncccc1C(=O)OCC(=O)N1CCN(S(=O)(=O)c2ccccc2)CC1
  0 | 0 | -1 | -9 | 3 | 3 | 15 | 5 | -0.7 | 9
CC(=O)c1ccc(NC(=S)Nc2ccc3cn[nH]c3c2)cc1
  -3 | -24 | 2 | -4 | -28 | 4 | -24 | -18 | 1.5 | -23
COc1ccc(C(=O)N/C(=C\c2ccc3c(c2)OCO3)C(=O)Nc2ccc(C(=O)O)cc2)cc1
  13 | -15 | 0 | 0 | -8 | 24 | -6 | 0 | 0.9 | -4
Cc1ccc(NC(=O)c2cc(C)no2)cc1
  -2 | -75 | -1 | 1 | -7 | 15 | -50 | -2 | 2.2 | 14
NS(=O)(=O)c1ccc(CCNC(=O)COC(=O)C2CCCN2C(=O)c2cccs2)cc1 (configuration not stated)
  0 | 16 | 4 | -4 | -7 | 26 | -45 | -3 | -0.4 | 5
O=C(CN1CCN(c2ncc(C(F)(F)F)cc2Cl)CC1)NC(=O)NCc1ccccc1
  10 | 11 | 8 | 1 | -1 | 5 | -20 | -5 | -0.1 | -11
COC(=O)[C@@H](NC(=O)c1ccc2c(c1)S(=O)(=O)c1ccccc1C2=O)C(C)C
  -23 | 20 | -2 | -6 | -2 | 35 | 9 | 0 | -0.5 | 3
CC1CCCN(C2=C(NS(=O)(=O)c3ccc(Cl)cc3)C(=O)c3ccccc3C2=O)C1 (configuration not stated)
  3 | -2 | 6 | -6 | 0 | -4 | -24 | 31 | 0.2 | 20
Cc1nn(Cc2ccccc2)c(Cl)c1C(=O)NC(C)(C)C
  -8 | 7 | -2 | -4 | -5 | 21 | -30 | 4 | -2.8 | 8
COc1ccc(Nc2nc(-c3ccc(OC)cc3)cs2)cc1
  5 | -106 | 3 | 4 | 3 | 16 | -96 | 10 | 1.2 | 10
CC(O)CN=c1cc(-c2ccccc2)oc2ccc(Cl)cc12 (configuration not stated)
  -4 | -239 | -3 | 3 | 27 | 16 | -57 | 0 | 2.0 | 31
Cc1ccc(C(=O)Nc2ccccc2N2CCCC2)cc1
  -1 | -1 | -3 | -5 | -3 | 18 | -19 | 2 | 1.4 | -7
CCc1ccc(CNC(=O)CCc2nc(-c3cccs3)no2)cc1
  -6 | -14 | -4 | 2 | 1 | 3 | -4 | 0 | 0.1 | 3
Cc1cccc(NC(=O)c2ccc(S(=O)(=O)N3CCCCC3)cc2)n1
  -1 | -21 | nt | nt | -6 | 11 | nt | -5 | -0.2 | 3
Nc1ccc(Oc2ccc([N+](=O)[O-])cc2[N+](=O)[O-])cc1
  10 | 3 | 1 | -4 | 0 | 51 | -12 | 1 | -0.1 | -2
C=CC(=O)NC(NC(=O)C=C)c1ccc(Br)cc1
  10 | -11 | 3 | 1 | 5 | -5 | -32 | -1 | 0.5 | 20
COc1ccc(S(=O)(=O)N2CCCC(C(=O)NCCC3=CCCCC3)C2)cc1 (configuration not stated)
  10 | 25 | 0 | 4 | 8 | 22 | -5 | -6 | 0.0 | 35
COC(=O)c1cccc(Cn2cc([N+](=O)[O-])cn2)c1
  3 | 0 | 0 | 2 | 3 | 3 | 0 | 11 | -1.1 | 22
S=c1nc[nH]c2c1sc1nc(N3CCOCC3)c3c(c12)CCCC3
  -18 | 14 | 3 | -1 | 6 | 7 | 26 | 13 | 0.3 | 10
CC(C)(C)c1cc[n+](C2=C([O-])c3ccccc3C(=O)/C2=N\S(=O)(=O)c2cccs2)cc1
  11 | 69* | 9 | -4 | -15 | 7 | -42 | 56* | -3.6 | -17
CC1(C)CC(=O)C2=C(C1)Nc1ccccc1N=C2
  7 | -163 | 9 | 5 | 40 | 4 | -36 | 5 | 4.1 | 44
CCCNC(=O)CSC1=N/C(=C/c2ccc(F)cc2)C(=O)N1CC
  12 | -11 | 0 | -15 | 4 | 12 | -39 | -2 | nt | 13
CC(=O)/C(N)=N/Nc1cccc(Cl)c1
  4 | -7 | 4 | -3 | 3 | 2 | 18 | 2 | 0.0 | 0
Cc1ccc(S(=O)(=O)N2CCN(C(=O)CNC(=O)c3sc4ccccc4c3Cl)CC2)cc1
  -3 | 13 | nt | nt | 1 | 6 | nt | -2 | 0.0 | 8
COC(=O)C1(C(=O)OC)NOC2C(=O)N(c3ccc(Cl)cc3Cl)C(=O)C21 (configuration not stated)
  12 | 15 | -3 | -9 | -5 | nt | 6 | -5 | -0.2 | -4
CSc1nc(C)cc(SCC(=O)Nc2ccc(Cl)cc2Cl)n1
  -9 | -4 | 2 | 3 | 9 | 8 | -1 | 16 | -24 | 15
Cc1ccccc1C(=O)NC1CCSC1=O (configuration not stated)
  1 | -22 | 4 | -2 | -2 | 11 | 2 | -7 | -0.1 | -4

Reprinted from the results shown (eight entries):
Fields – Platelet DG rel | aSyn 5UTR inh | HSP90 inh | IEC-6 cytotox | HSF1 inhib | AI-2 QS mod | KLF5 inh | SKKanGAS inh | HIF activator | HSF1 activator
Nc1ccc(Oc2ccc([N+](=O)[O-])cc2[N+](=O)[O-])cc1
  10 | 3 | 1 | -4 | 0 | 51 | -12 | 1 | -0.1 | -2
C=CC(=O)NC(NC(=O)C=C)c1ccc(Br)cc1
  10 | -11 | 3 | 1 | 5 | -5 | -32 | -1 | 0.5 | 20
COc1ccc(S(=O)(=O)N2CCCC(C(=O)NCCC3=CCCCC3)C2)cc1 (configuration not stated)
  10 | 25 | 0 | 4 | 8 | 22 | -5 | -6 | 0.0 | 35
COC(=O)c1cccc(Cn2cc([N+](=O)[O-])cn2)c1
  3 | 0 | 0 | 2 | 3 | 3 | 0 | 11 | -1.1 | 22
S=c1nc[nH]c2c1sc1nc(N3CCOCC3)c3c(c12)CCCC3
  -18 | 14 | 3 | -1 | 6 | 7 | 26 | 13 | 0.3 | 10
CC(C)(C)c1cc[n+](C2=C([O-])c3ccccc3C(=O)/C2=N\S(=O)(=O)c2cccs2)cc1
  11 | 69* | 9 | -4 | -15 | 7 | -42 | 56* | -3.6 | -17
CC1(C)CC(=O)C2=C(C1)Nc1ccccc1N=C2
  7 | -163 | 9 | 5 | 40 | 4 | -36 | 5 | 4.1 | 44
CCCNC(=O)CSC1=N/C(=C/c2ccc(F)cc2)C(=O)N1CC
  12 | -11 | 0 | -15 | 4 | 12 | -39 | -2 | nt | 13

Compounds as they come, and some 6% of all compounds hit somewhere here.
